# PP1 counter: PP1-alpha (human) inhibition in PP5 counter-screen | purified PP1alpha, OMFP fluorescence | inhibition, % at 6.7 µM | 320,000 compounds, 0.9% hits | AID 2235;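 active means inhibition above the mean inhibition of all tested compounds plus 3 SD, computed separately for each screening campaign, cut at about 15% in these data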
# Target sequence (P62136 whole entry, looked up): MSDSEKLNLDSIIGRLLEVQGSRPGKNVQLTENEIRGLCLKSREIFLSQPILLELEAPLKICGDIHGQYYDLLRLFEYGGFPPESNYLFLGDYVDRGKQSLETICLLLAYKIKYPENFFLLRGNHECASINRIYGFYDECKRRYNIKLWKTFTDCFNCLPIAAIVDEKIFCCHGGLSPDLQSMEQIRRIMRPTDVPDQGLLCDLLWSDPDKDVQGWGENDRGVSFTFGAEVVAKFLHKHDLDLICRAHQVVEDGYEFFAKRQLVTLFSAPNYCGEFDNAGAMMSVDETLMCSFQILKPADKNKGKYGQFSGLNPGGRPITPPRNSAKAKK
# CTSL1 counter: cathepsin L1 inhibition, PFM18AAP counter-screen; recombinant F. hepatica cathepsin L1, Z-Leu-Arg-MCA fluorescence; inhibition, % at 5.96 µM; 300,000 compounds, 0.49% hits;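 active means inhibition above the mean of all tested compounds plus 3 SD, set per screening campaign, cut at about 17% in these data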;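 further: 0% = plate median of test compound wells and 100% = 1 µM Z-Phe-Ala-diazomethylketone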
# TPT1 inh: blocks Candida albicans tRNA 2'-phosphotransferase; 300,000 compounds, 0.81% hits; inhibition, % at 5 µM; AID 1962; recombinant caTPT1, FP RNA substrate dephosphorylation;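 active means inhibition above the mean of all tested compounds plus 3 SD, set per screening campaign, cut at about 24% in these data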;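 further: plate controls were DMSO alone for no effect and ferristatin control at 100 nM for full effect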
# CR mimetic SO: lowers age-related superoxide in aged yeast cells | superoxide response (% of plate mean), % at 10 µM | 330,000 compounds, 0.18% hits | S. cerevisiae aged cells, superoxide DHE fluorescence; hits give low values | AID 2690;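 active means superoxide response under a set limit, about three screen SD below normal, cut at about 65% in these data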;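 further: yeast aged for seven days with compound at 30 °C before DHE staining; 100% = average MFI of all compound-treated wells on the plate with controls excluded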
# ZTA counter: blocks Epstein-Barr virus ZTA, an EBNA-1 counter-screen; P03206; ZTA-DNA binding, fluorescence polarization; inhibition, % at 11 µM; 320,000 compounds, 0.15% hits; AID 2234; in the data active means inhibition above about 33%
# JMJD2C inh: inhibitors of human GASC-1 (JMJD2C) demethylase; Q9H3R0; GST-JMJD2C(1-420) H3K9me3 demethylation, DELFIA europium; inhibition, % at 2.35 µM; 330,000 compounds, 0.069% hits; AID 2099;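 active means more than half of a compound's replicate wells show inhibition beyond 50%, single wells judged on their own value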;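 further: signal counts dimethyl H3K9 product captured on neutravidin plate; 0% = median of DMSO wells and 100% = 0.3 times that DMSO median; strong numbers were not always called active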
# PP5 primary: blocks human protein phosphatase 5 activity; P53041; purified PP5c, OMFP substrate fluorescence; inhibition, % at 6.7 µM; 320,000 compounds, 0.18% hits; AID 1987;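 active means inhibition above the campaign's mean inhibition across all tested compounds plus 3 SD, cut at about 9.5% in these data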;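 further: 0% = DMSO only and 100% = 100 µM cantharidin control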
# Target sequence (P53041 whole entry, looked up): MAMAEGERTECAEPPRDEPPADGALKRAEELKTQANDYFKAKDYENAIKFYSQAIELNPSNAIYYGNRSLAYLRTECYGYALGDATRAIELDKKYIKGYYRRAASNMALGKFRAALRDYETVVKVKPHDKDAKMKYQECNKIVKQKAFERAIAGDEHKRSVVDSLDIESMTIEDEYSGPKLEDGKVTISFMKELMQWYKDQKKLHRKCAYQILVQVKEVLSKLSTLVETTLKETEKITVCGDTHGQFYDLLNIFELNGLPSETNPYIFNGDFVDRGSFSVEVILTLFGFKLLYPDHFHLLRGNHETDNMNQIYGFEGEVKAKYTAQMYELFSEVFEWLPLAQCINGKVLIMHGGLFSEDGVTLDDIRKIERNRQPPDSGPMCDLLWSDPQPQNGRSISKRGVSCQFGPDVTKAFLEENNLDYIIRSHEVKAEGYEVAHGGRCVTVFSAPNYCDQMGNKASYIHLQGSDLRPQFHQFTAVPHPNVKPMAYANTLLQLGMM
# EBNA-1 inhibitor: blocks EBNA-1 binding to DNA; EBNA-1 DNA binding, fluorescence polarization; inhibition, % at 14.8 µM; 300,000 compounds, 0.34% hits; in the data active means inhibition above about 28%
# HCV core dimer: blocks dimerization of HCV core protein; TR-FRET GST/Flag-core106 dimerization, 1536-well; inhibition, % at 5 µM; 300,000 compounds, 0.33% hits; AID 1899;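 active means inhibition above the mean of all tested compounds plus 3 SD, set per screening campaign, cut at about 45% in these data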
#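 Assay system: Tagged HCV core106 pair (GST and Flag) | Buffer or medium: KF-containing HEPES buffer, pH 7.45, DTT, CHAPS, BSA | Also added: Eu donor and XL665 acceptor anti-tag antibodies | Dosing: One concentration, 5 µM, in 0.5% DMSO | Timing: 4 h at 22.5 °C | Technique: TR-FRET 671 and 617 nm emission | Repeats: Singlicate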
# The depositor's hits bear a star; i = inactive; / = no result given; & = joins results of further samples.
SMILES,PP1 counter,CTSL1 counter,TPT1 inh,CR mimetic SO,ZTA counter,JMJD2C inh,PP5 primary,EBNA-1 inhibitor,HCV core dimer
O=C(NC(N1CCOCC1)C(Cl)(Cl)Cl)c1cc([N+](=O)[O-])cc([N+](=O)[O-])c1 (configuration not stated),0,2,-1,106,9,10,-0.9,-3,-1
Cc1ccc(OCC(=O)N2CCC(Cc3ccccc3)CC2)c([N+](=O)[O-])n1,-1,/,/,109,1,10,0.3,/,/
COc1ccccc1N1CCN(C(=O)c2sc3nc(-c4ccccc4)cn3c2C)CC1,3,-2,1,92,6,1&-2,1.4,7,1
COc1ccccc1C(=O)NC(=S)N1CCc2ccccc21,1,-1,2,97,4,-14,0.1,-2,1
CCC(C)[C@H](NC(=O)[C@@H]1CSC2c3ccccc3C(=O)N21)C(=O)N1CCCCC1 (some centres not stated),0,13,-2,96,17,-13,0.3,2,5
COc1cccc(C(C)NC(=O)C2CCCO2)c1 (configuration not stated),5,0,-1,81,12,1,0.5,-6,2
O=C(NC(=S)NCC1CCCO1)c1cccc([N+](=O)[O-])c1 (configuration not stated),1,-1,-1,90,2,-2,-0.7,-4,-6
Cc1cc(C)c2cc(C#N)c(SCC(=O)NCc3ccco3)nc2c1,11,3,6,89,14,-7,-0.2,15,16
Cc1ccccc1-n1c(SCC(=O)Nc2ccc3c(c2)OCO3)nnc1-c1ccccn1,-1,-4,-2,114,-6,128,-3.7,-9,6
Cc1ccnc(NS(=O)(=O)c2ccc(CC(C)C)cc2)c1,2,2,2,100,1,6,-2.9,10,1
O=C1c2ccccc2C(=O)N1CCn1c(=O)oc2ccccc21,0,-3,4,83,14,-3,0.9,4,-4
Cc1cc(=O)n2nc(N3CCCC(C(=O)NCc4ccccc4C)C3)sc2n1 (configuration not stated),-2,0,0,99,7,2,-2.8,2,-3
CN1C(=O)N(C)C2(c3ccccc3)NC(=O)NC12c1ccccc1 (configuration not stated),-3,0,-8,98,-17,6,2.1,-13,-5
COc1ccc(N2CCN(S(=O)(=O)c3ccc4c(c3)NC(=O)CC(=O)N4)CC2)cc1,-2,-4,2,93,-20,3,3.9,-6,-13
O=C(OCCNc1nc(-c2ccccc2)nc2ccccc12)c1ccncc1,1,5,-3,94,-19,0,1.4,3,-5
CC1(C)CC(NC(=O)c2cccc(F)c2)CC(C)(C)N1,-2,-3,-1,108,10,7,4.2,-4,5
O=C(NCCSCc1ccco1)Nc1ccccc1,0,1,3,85,3,-5,4.3,3,13
COc1ccc(-c2nc(CS(=O)(=O)CC(=O)NC3CCCCC3C)c(C)o2)cc1 (configuration not stated),0,3,0,98,-16,-4,1.9,-2,-17
Cc1ccc(C)c(OCc2cc(C(=O)N(C)Cc3nccn3C)no2)c1,-2,0,4,102,-2,7,3.3,7,-2
CC(C)n1ncc2c(C(=O)Nc3cccc(C#N)c3)cc(C3CC3)nc21,4,/,/,108,5,13,4.5,/,/
Cc1cc(C(=O)NCc2ccc3c(c2)OCO3)c(C)o1,-4,3,-1,111,0,-1,-0.1,12,0
CCNc1nc(NC(C)C)nc(NS(=O)(=O)c2ccc(C)cc2)n1,1,-2,3,103,6,10,1.2,-3,5
Cc1nc2ccccc2nc1CSc1nnc(N)s1,2,-2,-6,103,6,5,0.4,7,4
Cc1ccc(Cn2nnc3c(=O)[nH]c(C4CCN(S(=O)(=O)c5ccc(C)cc5)CC4)nc32)cc1,14,1,3,103,-6,-4,5.3,10,21
CCCc1c(C)[nH]c2ccccc2c1=O,-3,-1,0,91,-1,2,-0.3,12,4
SMILES,PP1 counter,CTSL1 counter,TPT1 inh,CR mimetic SO,ZTA counter,JMJD2C inh,PP5 primary,EBNA-1 inhibitor,HCV core dimer
COCCN(CC(=O)Nc1cccc(C)c1C)C(=O)Cc1sc(C)nc1-c1ccc(F)cc1,-4,/,/,96,-4,/,0.6,/,/
COc1ccc(/C=N/NC(=O)CCC(=O)Nc2ccccc2)cc1OC,-4,-2,1,95,-11,8,3.5,4,2
O=C(CN1C(=O)CCS(=O)(=O)c2ccccc21)Nc1cccc(F)c1,-4,-1,-5,90,-16,2,0.4,-1,-4
CC(=O)N=Cc1c(C)c(C#N)c(=O)n(C)c1O,-1,0,-3,110,-3,-24,1.0,6,4
COC(=O)c1ccc(N2C(=O)C3CC(C)=C(C)CC3C2=O)cc1 (configuration not stated),2,-2,-2,107,-8,1,-0.3,-16,1
CC1(C)Cc2c(sc(NC(=O)COc3ccccc3)c2C#N)C(C)(C)N1,2,1,-1,108,9,1,0.1,4,-2
COc1ccc(CN2C(=O)CS(=O)CC2=O)cc1OC,-1,3,1,107,5,-7,-0.4,6,1
O=C(CS(=O)c1cccc(C(F)(F)F)c1)Nc1ccc(Cl)cc1Cl (configuration not stated),-10,-2,-1,129,-3,-3,2.8,-9,1
COC(=O)C(Cc1ccccc1)NCC(=O)Nc1cccc(Cl)c1C (configuration not stated),-2,-1,-5,89,-6,1,1.3,6,8
CCOc1ccc(-n2c(SCC(=O)Nc3ccc(OC)cc3)nc3sc4c(c3c2=O)CCN(C)C4)cc1,12,2,4,94,28,12,0.1,4,-11
COc1ccc(NC(=O)CSc2ccc3nnc(CCNC(=O)c4ccccc4)n3n2)cc1OC,-1,0,-3,98,-14,13,0.5,-2,-7
Cc1cc(C)c(NC(=O)CSc2nc3ccc(NC(=O)CSc4nnnn4-c4ccccc4)cc3s2)c(C)c1,4,-1,-1,112,-6,9,2.6,-5,28
CCCc1cc(=O)[nH]c(SC(C)C(=O)N2c3ccccc3CC2C)n1 (configuration not stated),0,/,/,92,-27,1,3.2,/,/
C=CCn1c(SC(C)C(N)=O)nc2sc(CC)cc2c1=O (configuration not stated),0,-2,2,108,13,7,3.9,-20,-2
Cc1ccc(N(CC(=O)NC2CCCC2)C(=O)CCC(=O)Nc2ccccn2)cc1C,1,2,0,93,-24,-8,0.5,-5,-9
Cc1cc(C)c(NC(=O)COC(=O)C2CCC2)c(Cl)c1,2,-25,-2,109,-9,-1,0.8,2,2
CCCCNC(=O)c1onc(CSc2ccccc2F)c1C(=O)O,5,3,-2,92,-8,10,-1.8,9,-13
O=C(CCCOc1ccc(Cl)cc1)N1CCCCC1,-3,0,-2,110,-3,0,-0.9,1,-8
Cc1ccc(C(C)C)cc1C(=O)CC1(O)C(=O)N(C)c2ccccc21 (configuration not stated),2,1,3,90,11,i,0.0,2,0
CC(C)(C)c1cc(NCCCn2ccnc2)n2ncc(-c3ccccc3)c2n1,21*,2,0,96,10,0,2.2,-9,-2
CCOC(=O)N1CCC(NS(=O)(=O)c2ccc3c(c2)oc(=O)n3C)CC1,0,0,12,97,22,-1,-3.0,6,-1
COCc1cc(C)nc(SCC[N+](C)(C)CC(=O)c2ccc(Br)cc2)c1C#N,-2,-1,-2,110,-14,-7,-2.3,2,2
COCCNC(=O)CC(=O)N/N=C/c1ccc(C(=O)OC)cc1,-2,-6,2,96,-7,-2,-1.2,9,-1
Cc1ccc(NC(=O)CSc2nc3[nH]ncc3c(=O)[nH]2)cc1Cl,-4,12,0,99,-25,1,0.4,-2,0
O=C(CN1C(=O)NC2(CCCC2)C1=O)NNC(=O)c1ccccc1,-7,-2,0,104,-16,3,-2.2,6,-2

# Structures listed so far containing a nitro group on carbon (3):
SMILES,PP1 counter,CTSL1 counter,TPT1 inh,CR mimetic SO,ZTA counter,JMJD2C inh,PP5 primary,EBNA-1 inhibitor,HCV core dimer
O=C(NC(N1CCOCC1)C(Cl)(Cl)Cl)c1cc([N+](=O)[O-])cc([N+](=O)[O-])c1 (configuration not stated),0,2,-1,106,9,10,-0.9,-3,-1
Cc1ccc(OCC(=O)N2CCC(Cc3ccccc3)CC2)c([N+](=O)[O-])n1,-1,/,/,109,1,10,0.3,/,/
O=C(NC(=S)NCC1CCCO1)c1cccc([N+](=O)[O-])c1 (configuration not stated),1,-1,-1,90,2,-2,-0.7,-4,-6

# Carrying on:
SMILES,PP1 counter,CTSL1 counter,TPT1 inh,CR mimetic SO,ZTA counter,JMJD2C inh,PP5 primary,EBNA-1 inhibitor,HCV core dimer
COc1ccc(NC(=O)CN(C)C(=O)Cn2cnc3c2c(=O)n(C)c(=O)n3C)cc1,-1,1,-2,104,-7,1,-0.9,-3,0
CCOc1ccc(N/C(SCc2cccc([N+](=O)[O-])c2)=C(/C#N)C(N)=O)cc1,4,4,-2,105,14,6,1.7,6,6
Cn1cccc1-c1nc2ccc(NC(=O)c3cccs3)cc2[nH]1,-1,1,5,96,16,58*,2.4,-1,-12
N#Cc1cc2ccccc2nc1SCC(=O)NC1CC1,-3,6,-2,100,-18,5,-1.8,-4,-7
Cc1n[nH]c(=O)nc1NCCc1ccccc1,-5,2,-5,109,-6,-7,-0.1,7,1
COc1ccc(S(=O)(=O)Nc2c(NC3CCCCC3)c3ccccc3oc2=O)cc1,0,-5,-3,86,3,4,0.7,2,8
O=C(NNc1ccc(F)cc1F)c1c(F)cccc1Cl,-6,-2,-2,97,-8,-7,0.9,-2,4
O=[N+]([O-])c1c(Nc2cccc(O)c2)cc(Cl)c2nonc12,0,2,0,120,10,17,1.9,-2,26
CCOc1ccccc1CN1CCCC(C(=O)c2ccc(OC)c(OC)c2)C1 (configuration not stated),2,3,3,111,-12,8,3.0,-11,-3
Cc1ccc(O)c(NC(=O)CSc2n[nH]c(C)c2[N+](=O)[O-])c1,-3,2,-2,124,-2,-17,5.4,8,2
COc1ccc(NC(=O)c2cccc(S(=O)(=O)N3CCCCC3)c2)c(OC)c1,-1,-1,1,84,-3,5,1.3,6,13
NC(=O)c1nsnc1-c1ccccc1O,-2,10,5,81,-8,125,-0.2,-1,-1
CCC1(c2ccccc2)NC(=S)N(c2ccc(C)cc2)N1 (configuration not stated),-1,-2,0,93,-12,-4,-1.9,-3,-2
COc1ccc(N(CC(=O)NCC2CCCO2)S(=O)(=O)c2ccccc2)cc1OC (configuration not stated),0,2,-2,97,-11,-1,0.5,8,-16
COCc1nnc(NC(=O)c2ccco2)s1,0,-1,-3,103,9,7,-0.1,-6,-1

# 6 compounds drawn at random from the list so far:
SMILES,PP1 counter,CTSL1 counter,TPT1 inh,CR mimetic SO,ZTA counter,JMJD2C inh,PP5 primary,EBNA-1 inhibitor,HCV core dimer
O=C1c2ccccc2C(=O)N1CCn1c(=O)oc2ccccc21,0,-3,4,83,14,-3,0.9,4,-4
COCCN(CC(=O)Nc1cccc(C)c1C)C(=O)Cc1sc(C)nc1-c1ccc(F)cc1,-4,/,/,96,-4,/,0.6,/,/
O=C(OCCNc1nc(-c2ccccc2)nc2ccccc12)c1ccncc1,1,5,-3,94,-19,0,1.4,3,-5
O=C(CS(=O)c1cccc(C(F)(F)F)c1)Nc1ccc(Cl)cc1Cl (configuration not stated),-10,-2,-1,129,-3,-3,2.8,-9,1
Cc1ccc(O)c(NC(=O)CSc2n[nH]c(C)c2[N+](=O)[O-])c1,-3,2,-2,124,-2,-17,5.4,8,2
COc1ccc(/C=N/NC(=O)CCC(=O)Nc2ccccc2)cc1OC,-4,-2,1,95,-11,8,3.5,4,2

# From PubChem BioAssay

# Random draw from the library (roughly 3.1% active in at least one column).
